KDM5B inhibitor – Primary screen for KDM5B Histone Demethylases FDH-coupled qHTS. KDM5B demethylase, FDH-coupled NADH fluorescence (FDH is formaldehyde dehydrogenase). 2.6% of 220,000 active. Lysine-specific demethylase 5B (Homo sapiens), Q9UGL1. Potency, µM (top dose mostly 57.7 µM), inactives show at the highest dose activity change, negative = inhibition, most hits filed as inhibitors. AID 1347165, 2019; active = well fitted inhibition curve with a large enough effect; inconclusive = small, poorly fitted or top-dose-only effect; inactive = no such curve, though single readings can be large or run the other way; also: 0% is about no effect; nearly all actives have a fitted effect of over 70% in size
Target sequence (Q9UGL1 whole entry, looked up): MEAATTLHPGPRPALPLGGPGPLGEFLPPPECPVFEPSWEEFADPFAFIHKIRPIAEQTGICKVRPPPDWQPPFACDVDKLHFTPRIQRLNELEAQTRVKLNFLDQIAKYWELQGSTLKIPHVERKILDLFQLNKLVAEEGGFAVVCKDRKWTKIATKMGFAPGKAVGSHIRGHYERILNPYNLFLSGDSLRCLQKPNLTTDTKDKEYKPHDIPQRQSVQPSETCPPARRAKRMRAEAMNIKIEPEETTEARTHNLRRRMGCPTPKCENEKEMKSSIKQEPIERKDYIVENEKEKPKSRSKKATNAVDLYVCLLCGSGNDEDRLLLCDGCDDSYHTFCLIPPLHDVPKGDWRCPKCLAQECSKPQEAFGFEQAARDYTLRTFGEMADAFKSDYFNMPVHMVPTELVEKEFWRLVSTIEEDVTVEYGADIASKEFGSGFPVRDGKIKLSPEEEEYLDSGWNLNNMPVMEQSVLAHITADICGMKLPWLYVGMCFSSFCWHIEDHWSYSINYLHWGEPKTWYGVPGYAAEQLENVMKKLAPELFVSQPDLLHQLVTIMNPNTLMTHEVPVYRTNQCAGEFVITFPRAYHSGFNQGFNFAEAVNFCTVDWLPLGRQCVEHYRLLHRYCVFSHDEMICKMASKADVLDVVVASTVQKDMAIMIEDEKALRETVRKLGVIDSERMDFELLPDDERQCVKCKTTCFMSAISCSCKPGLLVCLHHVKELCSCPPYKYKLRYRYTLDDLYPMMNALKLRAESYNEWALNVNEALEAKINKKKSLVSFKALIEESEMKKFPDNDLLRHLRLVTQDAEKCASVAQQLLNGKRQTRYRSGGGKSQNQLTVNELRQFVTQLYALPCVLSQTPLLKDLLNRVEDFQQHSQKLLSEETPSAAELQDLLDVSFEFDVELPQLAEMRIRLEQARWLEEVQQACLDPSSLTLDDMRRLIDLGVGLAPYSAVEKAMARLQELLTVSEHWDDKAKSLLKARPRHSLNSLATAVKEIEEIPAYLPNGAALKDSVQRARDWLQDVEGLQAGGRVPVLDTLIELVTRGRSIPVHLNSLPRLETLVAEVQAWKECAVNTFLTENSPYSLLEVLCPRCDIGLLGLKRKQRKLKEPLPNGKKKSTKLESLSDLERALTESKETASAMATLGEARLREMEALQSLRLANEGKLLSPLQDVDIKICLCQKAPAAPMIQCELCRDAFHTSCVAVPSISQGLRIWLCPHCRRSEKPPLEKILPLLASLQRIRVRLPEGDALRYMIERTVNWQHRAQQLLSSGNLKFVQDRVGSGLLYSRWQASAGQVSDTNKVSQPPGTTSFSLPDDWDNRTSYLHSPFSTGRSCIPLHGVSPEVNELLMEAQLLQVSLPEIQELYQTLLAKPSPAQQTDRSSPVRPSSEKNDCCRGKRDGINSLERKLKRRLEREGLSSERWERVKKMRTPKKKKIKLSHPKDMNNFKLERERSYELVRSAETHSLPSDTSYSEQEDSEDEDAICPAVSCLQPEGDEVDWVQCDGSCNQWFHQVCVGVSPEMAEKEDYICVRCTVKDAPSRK
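qHTS format, multiple compound concentrations. Buffer 50 mM HEPES pH 7.5/0.01% Tween-20; 200 nM KDM5BΔAP final; 10 min compound preincubation; substrate-mix levels 12.5 µM peptide, 25 µM α-KG, 0.25 mM NAD⁺; 30 min RT; ΔRFU.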
An asterisk follows results filed as active; ? = inconclusive; & = joins results of further samples; [ ] = another dose, or the depositor's remark. Potency is read from the fitted curve at half-maximal effect. A portion of the library; the hit share may differ from the screen's.

Start of the data: the first two compounds (preview)
SMILES	KDM5B inhibitor
COc1cccc(C(=O)N2CC(c3nnc(-c4ccc(C)cc4)o3)C3(CCOCC3)C2)c1C (stereo unspecified)	-11%
CCc1c(C)sc(NC(=O)Cc2ccccc2OC)c1C(=O)N1CCOCC1	21%

This part in full (from the top)
SMILES	KDM5B inhibitor
COc1cccc(C(=O)N2CC(c3nnc(-c4ccc(C)cc4)o3)C3(CCOCC3)C2)c1C (stereo unspecified)	-11%
CCc1c(C)sc(NC(=O)Cc2ccccc2OC)c1C(=O)N1CCOCC1	21%
O=C(O)c1ccc(S(=O)(=O)NCCCO)cc1	-7%
O=[N+]([O-])c1cnc(Sc2ccncn2)s1	?
CCc1cnc2c(c1SCC(=O)N1CCCCC1)c(=O)n(C)c(=O)n2C	4%
O=C(/C=C/c1ccc(-c2ccccc2Cl)o1)c1ccc(F)cc1	?
Cc1oc(-c2ccccc2)nc1CC(=O)NCC1CCCN(C(C)C)C1 (stereo unspecified)	9%
CNC(=O)/C(C#N)=C1/SC(Cc2ccc(F)cc2)C(=O)N1c1ccccc1 (stereo unspecified)	12%
COc1ccc(C2=NN(C(=O)CN3CCc4ccccc4C3)C(c3ccco3)C2)cc1 (stereo unspecified)	?
CN1CCN(c2nc3c(c(=O)[nH]2)CCN(Cc2ccccc2)CC3)CC1	12%
Cc1cccc(C)c1NC(=O)CN1C(=O)CCSc2ccc(S(=O)(=O)N3CCCC3)cc21	-8%
Cc1ccc(Cn2c(CCC(=O)O)nc3ncccc3c2=O)cc1	22%
Cc1nn(-c2cc(C(F)(F)F)ccn2)c(=O)o1	25%
COc1cc(NC(=O)Nc2c(NC3CCCCC3)c3ccccc3oc2=O)cc(OC)c1	-20%
NS(=O)(=O)c1ccc(CCNC(=O)C2CCN(c3ncnc4c3nc3n4CCCCC3)CC2)cc1	-5%
COc1cccc(C(=O)N2CCc3nc(C)nc(-c4ccc(Cl)cc4)c3CC2)c1	-24%
COc1ccc(N2Cc3c(NCc4ccc5c(c4)OCO5)ncnc3N(C)CC2=O)cc1	-12%
Cc1c(CC(=O)O)c(=O)oc2cc(OCc3ccc(F)cc3)ccc12	?
O=S(=O)(Nc1nc2ccccc2s1)c1cc(F)ccc1F	19%
CN1C(=O)C(c2ccccc2)CC12CCN(C(=O)c1ccc(F)cc1)CC2 (stereo unspecified)	-14%
COc1cccc(S(=O)(=O)N2CCC3(CC2)C(OC)C(=O)N3c2cccc(F)c2)c1 (stereo unspecified)	10%
CN1CCc2c(sc3nc(SCC(N)=O)n(-c4ccc(Cl)cc4)c(=O)c23)C1	?
CCn1cnnc1CC1CCN(C(=O)NC)C1 (stereo unspecified)	10%
CSc1ccc(CCNC(=O)c2cc(C)nc3c2c(C)nn3-c2ccccc2)cc1	?
CCC(=O)Nc1nnc(Cc2c[nH]c3ccccc23)s1	3%
CS(=O)(=O)N1C[C@H]2CCN(Cc3ccc(F)cc3Cl)C[C@H]21	-24%
NC(=O)c1ccccc1N=Cc1ccccc1O	173%[activator]
COc1cc2c(=O)c(S(=O)(=O)c3ccc(C)cc3)cn(Cc3cccc(C)c3)c2cc1OC	?
Cc1nc2ccc(S(=O)(=O)CCC(=O)Nc3ccc(C)c(C)c3)cc2s1	?
Cc1cnc(C(=O)N2CCCCCNC(=O)[C@@H]3CCC[C@@H]32)cn1	10%
OCc1ccc(CN2CC[C@@H](c3ccc4ccccc4c3)[C@H](O)C2)o1	-16%
O=C(COc1ccc(-c2nnco2)cc1)c1ccc(F)c(F)c1	-15%
O=C(CCNC(=O)C1CCCC1)NCCc1ccccc1	4%
O=C(Nc1ccccc1)C(Cc1ccccc1)N1Cc2ccccc2C1=O (stereo unspecified)	7%
O=C(c1ccccc1)N1CCC(N2CC3CCCN3C2=O)CC1 (stereo unspecified)	13%[86.2 µM]
CCCCn1c2ccccc2c2nnc(SCC(=O)Nc3ccc(NC(C)=O)cc3)nc21	-26%
O=C(Nc1ccccc1)c1ccc2c(c1)CCC2	31%
O=C(O)c1ccc(CN2CCOC[C@H]2c2ncc(-c3ccc(F)cc3)[nH]2)cc1	-4%[86.2 µM]
CN1CCCC2(Cc3ccccc3CN(C(=O)CCCC(=O)O)C2)C1 (stereo unspecified)	1%[149 µM]
Cn1c([C@H]2CCN(S(=O)(=O)Cc3ccccc3)C2)nc2ccccc21	-29%[86.2 µM]
Cc1cc(C)c2[nH]c(C(=O)N3CCC(n4nccc4NC(=O)C4CC4)CC3)c(C)c2c1	-3%
Cc1ccc(CN(C)C(=O)c2ccc(C3SCCS3)cc2)c(C)c1	-1%
CCOc1ccc(NC(=O)N[C@@H](Cc2ccccc2)C(=O)O)cc1	22%
CCC(=O)N1CCc2nc(N3CCN(C(=O)CCOC)CC3)sc2C1	-22%
CCC(C)NC(=O)C1COC2(CCN(C(=O)CC(C)(C)C)CC2)N1C(=O)c1ccc(OC)cc1 (stereo unspecified)	-11%
Cc1oc2ncn(C)c(=O)c2c1C(=O)NCCCN1CCCC(C)C1 (stereo unspecified)	-3%
CCCc1c(C(=O)NC(C)C)nnn1-c1ccc(C)cc1	-7%
COCC(=O)N1CCN(C2CCN(CCc3ccccc3)C2=O)CC1 (stereo unspecified)	-20%
CN(C1CCCc2ccccc21)S(=O)(=O)c1cccc(C(F)(F)F)c1 (stereo unspecified)	-22%
COc1cc(OC)c(NC(=O)C2CCCN(c3ncnc4c3nc3n4CCCCC3)C2)cc1Cl (stereo unspecified)	-17%
CC1(C)[C@H](Cc2cc(CN3CCOCC3)on2)C[C@@H]1NS(=O)(=O)Cc1ccccc1	25%[86.2 µM]
Cc1ccc(C(C)NC(=S)NCc2ccc(F)cc2)cc1C (stereo unspecified)	3%
COc1ccccc1CCN1CNc2c(c(=O)[nH]c(=O)n2-c2ccccc2OC)C1	17%
CSCc1noc(CNC(=O)CN2CCN(c3ncccn3)CC2)n1	-17%
COCCNc1ccc(-c2n[nH]c(=O)c3ccccc23)cc1[N+](=O)[O-]	28%&19%
O=[N+]([O-])c1ccc(/C=N/O)cc1	25%
O=C(c1cccs1)N1CCC(Nc2cccnc2)C1 (stereo unspecified)	?
O=C(N1CCN(Cc2ccccc2)CC(O)C1)C1(c2ccccc2F)CC1 (stereo unspecified)	?
CC(C)CCNC(=O)CCCn1c(=O)c2cccn2c2ccccc21	0%
CCCCSc1nc2c(c(=O)[nH]c(=O)n2C)n1CCOC	2%

Next part
SMILES	KDM5B inhibitor
COc1ccc(CNC(=O)COC(=O)CCOc2ccc(C)cc2)cc1	-4%
Cc1ccc(NC(=O)CC2CCCN(c3cnn(CC4CC4)c(=O)c3)C2)cc1C (stereo unspecified)	10%
O=C(NC1CC2CC1C1CCCC21)c1nc(Cl)ccc1Cl (stereo unspecified)	13%
CNC(=O)CCn1ncc2cc(OCc3ccccc3-c3cc(F)cc(OC)c3)ccc21	-31%[86.2 µM]
COc1ccc(C(=O)/C=C/c2c(F)cccc2F)cc1CC(=O)O	28%
CCc1cc(CC)n(-c2nc3c(c(=O)n(CC(N)=O)c(=O)n3C)n2CC(C)C)n1	13%
CCc1ccccc1NC(=O)CSc1nnc2ccc3ccccc3n12	-23%
Cn1nc(C(F)(F)F)c(Cl)c1C(=O)N[C@@H]1CCNC[C@H]1O	-17%
CCc1cccc(NC(=O)c2cc3n(n2)CC(c2ccc4c(c2)OCO4)OC3)c1 (stereo unspecified)	?
Cc1cc(NC(=O)Nc2ccc(Cl)cc2)n(-c2ccccc2)n1	-4%
COc1ccc(S(=O)(=O)N2C[C@@H](Oc3ccccc3)C[C@@H]2C(=O)N2CCOCC2)cc1	-8%
CCOc1ccccc1CN1CCNC(=O)C1CC(=O)N(C)Cc1cnccn1 (stereo unspecified)	-11%
Cc1nc(-c2c3n(c(=O)n(Cc4ccccc4Cl)c2=O)CCCCC3)no1	-17%
Cc1cc(=O)oc2cc(OC(C)C(=O)NC3CCN(Cc4ccccc4)CC3)ccc12 (stereo unspecified)	?
COC[C@H]1NC(=O)CC[C@H]1C(=O)Nc1ccc(N2CCOCC2)cc1	-36%
COCC(=O)N[C@@H]1CN(S(C)(=O)=O)CC[C@@H]1c1nc(C)no1	27%
O=C(OCc1ncc(-c2ccc(F)cc2)o1)c1ccc(Cl)cc1	-6%
O=C(NCc1cccs1)c1nc(-c2cccnc2)c2cnccn12	25µM*
Cc1noc2c(NCCN3CCOCC3)cc(-c3cccnc3)nc12	-29%[86.2 µM]
CCOC(=O)c1c(-c2ccccc2)oc2cc(Br)c(OCc3ccccc3)cc12	-73%
Cn1c(CCNS(=O)(=O)c2ccccc2)nnc1SCc1cccnc1	4%
CCc1cccc(NC(=O)Cn2ccn3nc(-c4ccc(F)cc4)c(CO)c3c2=O)c1	10%
COc1ccccc1CN1CCC(Cc2ccccc2)CC1	-12%
Cn1c(=O)[nH]c(=O)c2c1nc(SCCCc1ccccc1)n2Cc1ccccc1	11%
CC(C)c1cnc(C2CCN(C(=O)OC(C)(C)C)CC2)[nH]1	-3%[149 µM]
Cc1ccc(C)c(Cn2c(=O)c3c(nc4n3CCN4c3ccc(F)cc3)n(C)c2=O)c1	-24%
Cc1ccc(-c2cnc(CCC(=O)N(C)C(C)c3ccc(S(N)(=O)=O)cc3)o2)cc1 (stereo unspecified)	9%
O=C1CCCCC(C(=O)NCc2ccco2)N1 (stereo unspecified)	-20%
O=C(C1CCCCC1)N1CC(c2nnc(-c3ccncc3)o2)C2(CCOCC2)C1 (stereo unspecified)	5%
COCC(=O)N1CC[C@H](c2nc3ccc(C(F)(F)F)cc3[nH]2)C1	?
O=C(c1cc(C2CC2)no1)N1CCC2(CCCN(C3CCCC3)C2=O)C1 (stereo unspecified)	59%[activator]
Cc1ccc(C)c(OCC(=O)Nc2ccc(S(=O)(=O)Nc3onc(C)c3C)cc2)c1C	-29%
CCC(c1cccs1)N1C(=O)[C@H]2CN(S(=O)(=O)c3ccccc3F)C[C@H]2C1=O (stereo partly specified)	23%
O=C(CCCSc1nc2ccccc2s1)NCc1ccc(F)cc1	11%
CC(=O)N1c2ccc(S(=O)(=O)N3CCCCCC3)cc2CC1C(=O)NCc1cccc(C)c1 (stereo unspecified)	12%
O=C(CN1C(=O)NC2(CCOCC2)C1=O)Nc1ccc(F)cc1F	-15%
CCCN(CC1CCOC1)S(=O)(=O)c1cccc(C)c1 (stereo unspecified)	28%
CCOCC1(C)COc2ccc(C(=O)Nc3ccccc3)cc2N1 (stereo unspecified)	?
COC(=O)C1=C(C)N=C2SC=C(CC(=O)N3CCOCC3)N2C1c1ccc([N+](=O)[O-])cc1 (stereo unspecified)	-9%
COc1ccc(OC)c(NC(=O)c2ccc3c(c2)C(O)CCCCCN3C)c1 (stereo unspecified)	-26%

The last seven compounds of the section above come first, to join the parts.
SMILES	KDM5B inhibitor
O=C(CCCSc1nc2ccccc2s1)NCc1ccc(F)cc1	11%
CC(=O)N1c2ccc(S(=O)(=O)N3CCCCCC3)cc2CC1C(=O)NCc1cccc(C)c1 (stereo unspecified)	12%
O=C(CN1C(=O)NC2(CCOCC2)C1=O)Nc1ccc(F)cc1F	-15%
CCCN(CC1CCOC1)S(=O)(=O)c1cccc(C)c1 (stereo unspecified)	28%
CCOCC1(C)COc2ccc(C(=O)Nc3ccccc3)cc2N1 (stereo unspecified)	?
COC(=O)C1=C(C)N=C2SC=C(CC(=O)N3CCOCC3)N2C1c1ccc([N+](=O)[O-])cc1 (stereo unspecified)	-9%
COc1ccc(OC)c(NC(=O)c2ccc3c(c2)C(O)CCCCCN3C)c1 (stereo unspecified)	-26%
COCCN1CCNc2nc(CN(C)Cc3ccccc3)n(Cc3ccccc3)c2C1=O	14%[86.2 µM]
O=C(c1cc2cc(F)ccc2[nH]1)N(Cc1ccco1)Cc1ccco1	?
O=C(NC1CCCC1)c1cc(C2CC2)nc2onc(C3CCCN3)c12 (stereo unspecified)	?
Cc1cccc(CNc2ncc(C(N)=O)cc2Cl)n1	20%
CCOc1ccc(NC(=O)CN(C)C(=O)CSC(C)C(=O)Nc2cc(C)on2)cc1OCC (stereo unspecified)	-29%
Cc1ccc(-c2nnc(C3CN(C(=O)Cc4ccccc4C)CC34CCOCC4)o2)cc1 (stereo unspecified)	12%
O=C(c1ccccn1)N1CCC(N2Cc3ccccc3C2=O)CC1	26%[149 µM]
COc1ccc(C(=O)N2CCC(N3C[C@H](O)C[C@H]3C(=O)NC3CCCCC3)CC2)cc1F	-19%
CC(C)c1nc(N2CCCCCC2)ncc1C(=O)O	28µM*
COc1ccc(C(=O)NCCC2CCN(C(=O)Nc3ccccc3)CC2)cc1	11%
CCCNC(=O)c1cccc2c1CCN2C(=O)Nc1cccc(C)c1	-11%
Cc1nocc1C(=O)N1CCCn2ccnc2C1c1cnn(C)c1 (stereo unspecified)	1%
COc1ccc(-n2c(=O)c3c(n2Cc2ccccc2)CN(C(=O)c2cccc(C#N)c2)CC3)cc1	-19%
COc1ccccc1NC(=O)N1CC[C@@H](CC(=O)O)[C@@H](CC2=NCCc3cc(F)ccc32)C1	?
COC(=O)c1cnc(Nc2cc(C)ccc2OC)c2ccccc12	?
Cc1ccc(-n2nc(-c3c(C)nc4scc(CC(=O)Nc5ccc(F)cc5)n4c3=O)cc2C)cc1	28µM*
